High-throughput results: PubChem, several laboratories
BoNT-F LC inh: blocks Botulinum neurotoxin F light chain protease; Multiplex microsphere protease cleavage assay, flow cytometry; inhibition, % at 10 µM; actives 0.22% (n = 360,000); AID 588497; in the data active = inhibition above about 35%, passing the limit was not always enough; inconclusive = no clear call, values can overlap the other calls; note: plate controls were buffer without enzyme for full effect and enzyme alone for no effect
Anthrax LF prot: anthrax lethal factor protease inhibition; actives 0.12% (n = 360,000); P15917; multiplex microsphere protease cleavage assay, LF; inhibition, % at 10 µM; note: plate controls were buffer without enzyme for full effect and enzyme alone for no effect
BioA inh: BioA (M. tuberculosis) enzyme inhibition; purified M. tuberculosis BioA enzyme, plate reader; inhibition, % at 9.99 µM; actives 0.096% (n = 360,000); in the data active = inhibition above about 40%; inconclusive = no clear call, values can overlap the other calls
GDH-TPI inh: counter-screen for M. tuberculosis FBA inhibitors: GDH-TPI coupled enzymes | actives 1.2% (n = 360,000) | inhibition, % at 4.8 µM | AID 588335 | GDH-TPI coupled enzyme counterscreen, NADH absorbance; in the data active = inhibition above about 30%;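 note: 0% = DMSO wells and 100% = wells lacking the enzyme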
PfHsp40 rescue: compounds rescuing yeast from Plasmodium falciparum HSP40 toxicity | AID 504582 | S. cerevisiae expressing PfHsp40, growth rescue, ATP luminescence | growth rescue, % at 12.5 µM | actives 0.68% (n = 340,000); in the data active = growth rescue above about 28%, passing the limit was not always enough; inconclusive = no clear call, values can overlap the other calls;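 note: yeast W303a lacking pdr1 and pdr3 grown in galactose medium; growth measured after three days at 30 °C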
UGM FP inh: inhibitors of M. tuberculosis UDP-galactopyranose mutase. P9WIQ1. purified UGM, fluorescence polarization probe displacement. inhibition, % at 10 µM. actives 0.06% (n = 320,000). AID 504406; in the data active = inhibition above about 10%, passing the limit was not always enough; inconclusive = no clear call, values can overlap the other calls
Target sequence (P9WIQ1 whole entry, looked up): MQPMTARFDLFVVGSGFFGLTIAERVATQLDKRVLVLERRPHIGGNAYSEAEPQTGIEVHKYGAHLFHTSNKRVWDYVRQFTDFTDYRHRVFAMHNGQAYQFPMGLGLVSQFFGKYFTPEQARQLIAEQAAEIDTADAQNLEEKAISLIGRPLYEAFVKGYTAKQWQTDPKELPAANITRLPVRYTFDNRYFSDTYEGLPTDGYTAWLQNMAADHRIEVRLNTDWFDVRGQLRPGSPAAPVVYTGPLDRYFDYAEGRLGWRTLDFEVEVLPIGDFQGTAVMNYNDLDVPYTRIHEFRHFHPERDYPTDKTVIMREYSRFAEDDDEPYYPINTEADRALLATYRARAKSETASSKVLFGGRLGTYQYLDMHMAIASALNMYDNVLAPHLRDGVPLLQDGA
FadD28 binding: blocks FadD28 binding to the bisubstrate probe | AID 588549 | actives 0.22% (n = 360,000) | inhibition, % at 12.5 µM | fluorescence polarization; in the data active = inhibition above about 8.5%, passing the limit was not always enough; inconclusive = no clear call, values can overlap the other calls
Mtb FBA inh: Mtb fructose-bisphosphate aldolase inhibition; inhibition, % at 1 µM; AID 588726; purified M. tuberculosis FBA, fluorescence read-out; P9WQA3; actives 2.3% (n = 360,000); in the data active = inhibition above about 27%;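 note: 0% = vehicle and 100% = reference inhibitor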
Target sequence (P9WQA3 whole entry, looked up): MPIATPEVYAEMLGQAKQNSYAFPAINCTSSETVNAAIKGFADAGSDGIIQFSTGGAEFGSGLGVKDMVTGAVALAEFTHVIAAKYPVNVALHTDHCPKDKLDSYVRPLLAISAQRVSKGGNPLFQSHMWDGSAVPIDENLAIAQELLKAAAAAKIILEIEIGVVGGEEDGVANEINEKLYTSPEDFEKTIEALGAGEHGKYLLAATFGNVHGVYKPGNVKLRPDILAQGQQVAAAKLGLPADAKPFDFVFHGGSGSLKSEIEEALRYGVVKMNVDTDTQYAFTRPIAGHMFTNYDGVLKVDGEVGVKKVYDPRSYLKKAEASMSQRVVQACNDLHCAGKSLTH
BoNT A protease: BoNT A light chain protease inhibition; multiplex microsphere protease substrate cleavage, flow cytometry; inhibition, % at 10 µM; actives 0.17% (n = 360,000); note: plate controls were buffer without enzyme for full effect and enzyme alone for no effect
* marks the source's active call; other numbers are inactive results; ? = inconclusive; . = no result given. Cut-off read from the data, not from the text of the source, unless noted: active = inhibition above about 30%; inconclusive = no clear call, values can overlap the other calls; inactive = below that.

A first look (two entries):
Below each SMILES – BoNT-F LC inh	Anthrax LF prot	BioA inh	GDH-TPI inh	PfHsp40 rescue	UGM FP inh	FadD28 binding	Mtb FBA inh	BoNT A protease
CCCCOc1nc2ccccc2nc1C(C#N)S(=O)(=O)c1ccccc1 (configuration not stated)
  4	-1	-1.5	3	-0.7	-0.2	-0.4	-2	0.0
Cc1cccc(NC(=O)N(Cc2nc3ccccc3c(=O)[nH]2)C2CCCC2)c1
  -18	-6	0.6	0	-0.5	1.4	-1.7	-1	-2.4

The list itself, from the first entry:
Below each SMILES – BoNT-F LC inh	Anthrax LF prot	BioA inh	GDH-TPI inh	PfHsp40 rescue	UGM FP inh	FadD28 binding	Mtb FBA inh	BoNT A protease
CCCCOc1nc2ccccc2nc1C(C#N)S(=O)(=O)c1ccccc1 (configuration not stated)
  4	-1	-1.5	3	-0.7	-0.2	-0.4	-2	0.0
Cc1cccc(NC(=O)N(Cc2nc3ccccc3c(=O)[nH]2)C2CCCC2)c1
  -18	-6	0.6	0	-0.5	1.4	-1.7	-1	-2.4
CC(=O)NC(CCS(C)(=O)=O)C(=O)Nc1ccccc1C (configuration not stated)
  2	0	-0.2	-5	0.6	4.5	-1.1	2	0.3
COc1ccc(NC(=O)CNC(=O)c2nn(-c3ccc(OC)cc3OC)c(=O)c3ccccc23)c(OC)c1
  1	-12	.	2	-1.0	1.2	-0.9	3	-1.0
COc1ccccc1C(=O)NC(=O)COc1cc(Cl)ccc1Cl
  -6	-4	.	6	-2.2	0.4	-1.3	5	-0.8
COCCn1c(-c2ccc(C)cc2)nc2c(c(=O)c3ccccc3n2C)c1=O
  -7	-3	.	10	0.9	.	0.1	-1	-1.7
Cc1csc2c(SCC(=O)NNS(=O)(=O)c3cccc(C(F)(F)F)c3)ncnc12
  19	10	-2.2	-9	-0.7	-1.2	-1.0	3	-4.2
COc1cc(O)cc(O)c1C(=O)/C=C/c1ccccc1
  1	-2	-1.7	14	0.1	-0.8	-4.6	-4	0.2
OC(CNCCCCNCC(O)C(F)(F)F)C(F)(F)F (configuration not stated)
  -3	-4	.	3	-2.1	0.7	-3.1	-5	-0.5
Cc1cccc(C(=O)OC(C)C(=O)Nc2ccc(S(=O)(=O)Nc3ncccn3)cc2)c1C (configuration not stated)
  1	1	0.9	-3	1.1	-2.6	-0.8	4	0.1
Cc1ccccc1C1CCCN(Cc2nc(CC3CC3)no2)C1 (configuration not stated)
  -4	1	-1.1	-10	-1.2	0.0	-2.6	1	-0.3
c1ccc(CSc2ccc(-c3cccnc3)nn2)nc1
  0	-3	.	-2	-0.4	0.2	-2.3	-4	0.2
Cc1nn(-c2ccc(N3CCCCC3)nn2)c(C)c1CCC(=O)Nc1ccc(F)c(F)c1
  -6	-1	-2.5	7	1.5	0.7	-2.0	-1	0.0
CC(C)C(C(=O)OCC(=O)c1ccccc1)N1C(=O)C2C3C=CC(C3)C2C1=O (configuration not stated)
  -3	-1	-1.9	2	-0.9	0.3	-1.8	1	-0.4
Cc1nnc(SCC(=O)c2c(N)n(C)c(=O)n(C)c2=O)[nH]c1=O
  1	5	-2.0	-2	1.2	-2.5	-3.8	6	0.4
Nc1nc(=O)n(C2OC(CO)C(O)C2O)cc1F (configuration not stated)
  -1	2	0.0	.	.	.	-3.6	-5	0.0
O=C(COC(=O)C(O)C(O)C(=O)OCC(=O)c1ccc(C(F)(F)F)cc1)c1ccc(C(F)(F)F)cc1 (configuration not stated)
  .	.	-2.9	2	-0.1	-2.6	-0.8	-1	.
Cc1c(Br)cc(C(=O)NCc2ccco2)c(C)c1C
  4	4	1.3	7	1.1	-0.6	-0.7	0	0.2
Cc1ccc(NC(=O)COC(=O)c2ccc(Cl)nc2)cc1S(=O)(=O)N1CCCCC1
  13	4	0.5	14	-0.8	3.8	-3.8	3	0.9
COc1ccc(CNC(=O)c2ccc(Cn3nc(C)cc3C)o2)cc1
  7	1	-0.4	4	-1.3	0.3	0.0	0	0.9
COC(=O)c1ccc(OC(=O)c2ccncc2)cc1O
  -11	-7	-1.1	4	0.9	-4.1	0.4	1	1.6
Nc1c(C(=O)Nc2ccccc2)sc2nc3c(c(-c4ccco4)c12)CCCC3
  -18	8	-2.2	26	-1.4	3.0	-2.0	12	8.1
CCOc1cc(NC(=S)NCC2CCCO2)c(OCC)cc1NC(=O)C1CC1 (configuration not stated)
  -6	-6	.	-3	0.0	-1.1	0.3	1	-0.8
CCCc1nnc2c(N(C)S(=O)(=O)c3ccccc3)nc3ccccc3n12
  3	1	.	17	0.1	-2.0	-2.9	1	0.4
COCCn1c(=NC(=O)c2sc3ccccc3c2Cl)sc2cc(S(N)(=O)=O)ccc21
  -5	1	0.6	29	-1.2	1.6	-1.1	4	3.4
COc1ccc(CCNC(=O)C2(C)CCC(=O)N2CCC(C)C)cc1OC (configuration not stated)
  -5	3	-1.2	6	0.5	2.4	-0.6	5	-0.4
Cc1onc(NC(=O)c2ccc(Cl)cc2Cl)c1Br
  -1	4	.	0	-0.9	-2.3	.	0	-0.6
CC(=O)Oc1ccc(C(=O)[C@H]2[C@H]3C(=O)N(c4ccc(C)cc4C)C(=O)[C@H]3[C@@H]3C=CC=NN32)cc1
  ?	-24	.	14	-0.1	4.2	-3.3	-2	?
Cc1c(C(c2ccccc2)c2c(C)n(C)n(-c3ccccc3)c2=O)c(=O)n(-c2ccccc2)n1C
  -5	-6	0.3	3	-1.5	2.0	-2.1	1	-2.0
CCOc1cc(NC(=O)c2ccco2)c(OCC)cc1NC(=O)COc1ccccc1C
  -9	-2	-1.4	3	0.2	0.1	0.0	-1	1.6
CCn1cc(CN2CCC(n3nccc3NC(=O)c3ccc(OC)cc3)CC2)cn1
  -1	1	-1.5	11	-0.5	-3.0	-1.5	-3	-2.4
Cc1cc(C)nc(SCc2ccc([N+](=O)[O-])cc2)n1
  -1	-2	.	0	0.7	1.8	0.0	-6	-0.4
Nc1nc(Sc2ccc([N+](=O)[O-])cc2[N+](=O)[O-])n[nH]1
  ?	-9	.	23	0.6	-3.8	0.4	-1	3.6
O=C1CSC(c2ccccc2O)N1Cc1ccccc1 (configuration not stated)
  5	3	0.7	2	-1.2	0.0	0.2	0	-1.8
O=C(Nc1ccc2c(c1)OCCO2)c1ccc(Br)s1
  -3	0	1.3	8	7.6	-2.4	0.0	3	-0.2
CN(CC(=O)Nn1cnnc1)S(=O)(=O)c1ccccc1
  -10	-2	.	4	0.3	-3.1	-1.6	-1	-0.7
O=C(CC(=O)Nc1cccc(F)c1)Nc1cccc(F)c1
  ?	5	-0.2	-13	-1.7	-0.2	-0.4	-1	?
COc1ccc(-c2cc(CCCC(=O)N3CCN(c4ccc(OC)cc4)CC3)no2)cc1
  3	-4	0.0	8	1.5	-0.8	-2.4	-3	0.3
CCC(=O)Nc1nnc(SCc2ccccc2F)s1
  -10	-2	.	-18	-0.4	2.8	-4.5	-5	-0.1
O=C(O)CCc1ccc(-c2ccccc2)n1Cc1ccco1
  11	5	1.0	19	-1.5	-1.3	2.3	12	0.0
CN(CCc1ccccn1)C(=O)c1ccc(OC(F)(F)F)cc1
  -6	-2	.	8	0.3	5.9	-0.8	1	0.2
CCc1nc2ccc(C(=O)NCCCN3CCCC3=O)cn2c1N(CC)C(C)=O
  -2	0	-0.2	10	.	.	-1.6	4	-0.6
CCOC(=O)CC(NCc1ccc(OC)c(OCC)c1)c1ccc(C)cc1 (configuration not stated)
  -3	-6	.	3	-1.1	0.1	-4.7	-6	0.4
CCOc1nc2cnccc2n(CC(=O)Nc2ccc(C)c(C)c2)c1=O
  1	-2	-0.1	-7	-0.2	0.1	-2.0	1	0.3
CCN(C(=O)c1ccc(Cl)c(S(=O)(=O)Nc2c(C)n(C)n(-c3ccccc3)c2=O)c1)c1ccccc1
  .	.	-2.1	-3	2.6	1.3	-2.9	0	.
Cc1ccc(S(=O)(=O)c2nc(-c3ccco3)oc2NCC2CCCO2)cc1 (configuration not stated)
  -1	0	.	12	-0.8	3.0	-3.6	0	0.8
COc1ccc(N2CCN(C(=O)CS(=O)Cc3nc(-c4ccc(OC)c(OC)c4)oc3C)CC2)cc1 (configuration not stated)
  -2	2	0.1	-11	-0.5	-2.9	-2.5	1	2.2
Cc1cc(Cl)ccc1OCCCC(=O)NC1CCN(C)CC1
  -1	-2	-0.5	-5	1.7	-1.3	-2.3	0	-1.0
CCc1nc2ccc(C(=O)NCCCn3ccnc3)cn2c1N(C)C(=O)COc1ccccc1
  -1	-9	-0.5	12	.	.	-1.9	1	-0.5
CCCCOc1ccc(CSCCNC(=S)Nc2ccccc2)cc1
  -5	-2	.	3	-0.1	3.3	-2.1	3	-1.1

(listing goes on)
Below each SMILES – BoNT-F LC inh	Anthrax LF prot	BioA inh	GDH-TPI inh	PfHsp40 rescue	UGM FP inh	FadD28 binding	Mtb FBA inh	BoNT A protease
COc1ccc(/C=N/NC(=O)c2c(-c3ccccc3)noc2C)cc1[N+](=O)[O-]
  3	-1	2.1	10	-0.4	-2.1	-2.3	2	3.8
O=C(NCCOc1ccccc1)c1cc([N+](=O)[O-])ccc1N1CCOCC1
  -6	9	-0.1	10	-1.3	-1.3	.	1	1.3
c1ccc(COc2ccc(CNn3cnnc3)cc2)cc1
  -8	-6	.	7	-0.1	-1.1	-1.3	3	-1.2
Cc1ccc(-n2ncc3c2CC(C)(C)CC3NC(=O)CCCN2CCCCC2=O)cc1 (configuration not stated)
  -2	-2	3.1	1	-0.3	-0.5	-2.2	-1	-0.1
NC(=O)c1cc2cc(Cc3ccccc3Cl)ccc2oc1=O
  0	-2	-3.0	12	0.3	1.9	-2.8	8	0.0
N#Cc1cccc(S(=O)(=O)NCCOc2ccccc2F)c1
  0	0	1.2	-2	-0.9	-1.6	-4.0	-3	-1.0
Cc1cc(=O)[nH]c(-c2cccnc2)n1
  2	-7	-0.5	1	-0.8	2.3	1.6	4	-0.8
Cc1cccc(NC(=O)CSc2nnc(-c3ccco3)c(-c3ccco3)n2)c1C
  -21	0	2.1	28	-0.5	2.5	?	-3	6.2
CC1CCN(c2ccc3c(c2)S(=O)(=O)c2cc(C(=O)O)ccc2C3=O)CC1
  1	2	-0.5	9	.	.	3.7	-9	-0.2
O=C(COC(=O)CN1C(=O)NC2(CCCC2)C1=O)NCc1ccc(Cl)cc1Cl
  -22	0	.	10	-0.5	11*	-2.6	4	-1.9
C=CCOC(=O)C1=C(C)NC(SCC(=O)OCC)=C(C#N)C1c1ccc(C)cc1 (configuration not stated)
  1	-8	-1.6	-2	1.2	1.2	-2.4	-1	0.7
O=C(CN1CCN(Cc2ccc(Cl)cc2)CC1)N/N=C/c1ccccc1F
  ?	-30	-0.4	6	-0.9	-0.4	-3.0	-1	0.5
Cc1ccc2cc(CN(Cc3ccco3)C(=O)c3ccccc3)c(=O)[nH]c2c1C
  3	0	0.5	14	-0.6	-1.3	0.4	8	-0.2
CCCOc1ccc(N2C(=O)CC(N(Cc3ccco3)C(C)=O)C2=O)cc1 (configuration not stated)
  -8	0	.	-3	0.7	0.2	-2.3	1	0.1
COc1ccc(N(Cc2cc3ccc(C)cc3[nH]c2=O)C(=O)c2ccco2)cc1
  -2	-2	-0.4	11	0.2	-0.5	-2.8	0	-1.0

Ordered by formula weight (rising): some entries from above.
Below each SMILES – BoNT-F LC inh	Anthrax LF prot	BioA inh	GDH-TPI inh	PfHsp40 rescue	UGM FP inh	FadD28 binding	Mtb FBA inh	BoNT A protease
Cc1cc(C)nc(SCc2ccc([N+](=O)[O-])cc2)n1
  -1	-2	.	0	0.7	1.8	0.0	-6	-0.4
O=C1CSC(c2ccccc2O)N1Cc1ccccc1 (configuration not stated)
  5	3	0.7	2	-1.2	0.0	0.2	0	-1.8
Cc1cccc(NC(=O)CSc2nnc(-c3ccco3)c(-c3ccco3)n2)c1C
  -21	0	2.1	28	-0.5	2.5	?	-3	6.2
COCCn1c(=NC(=O)c2sc3ccccc3c2Cl)sc2cc(S(N)(=O)=O)ccc21
  -5	1	0.6	29	-1.2	1.6	-1.1	4	3.4
